Bcl-B TR3 displacers: displacers of TR3 peptide from Bcl-B, primary screen, selectivity assay for Bfl-1 inhibitor project, biochemical, fluorescence polarization. displacement, % at 20 µM, or IC50 in µM where a hit was titrated. FP displacement of FITC-TR3 peptide from Bcl-B; higher % means a stronger effect. Bcl-2-like protein 10 (Homo sapiens). 0.11% of 96,000 active. AID 748, 2007;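 active = displacement above 50% at 20 µM plus a fluorescence interference ratio under 1.5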;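 also: plate controls were wells without compound for no effect and wells lacking Bcl-B protein for full effect; a part of the inactive calls stands beside numbers as strong as those of hits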
NFkB transloc pot: enhancers of NFkB p65 translocation in HUVEC – imaging, IL-1B stimulus, high-content imaging, primary screen. 0.3% of 94,000 active. activation, % at 2 µM. HUVEC IL-1B NFkB p65 nuclear translocation imaging;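 active = activation above 40%, about the mean plus 3 SD, also judged a hit on visual image review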;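 also: percent activation is computed from the nuclear over cytoplasmic p65 intensity ratio; values of inactives mirror those of a sister screen read the other way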
PLAP inhibition: PLAP enzyme inhibitors, biochemical, luminescence, HTS (AID 690); 0.08% of 96,000 active; Alkaline phosphatase, placental type (Homo sapiens); purified PLAP, luminescent substrate; higher % means a stronger effect; one-dose inhibition, % at 20 µM; IC50 in µM for titrated hits; in the data active = a potency from the dose series; inactive = the rest, 99 in 100 with inhibition below about 30%; also: strong numbers were not always called active
MRP resist rev: reversal of MRP1-mediated doxorubicin resistance, primary screen, H69AR cells, doxorubicin co-treatment | differential viability (reversal), % at 10 µM | H69AR cells + 2 uM doxorubicin, CellTiter-Glo, 72 h | 0.04% of 85,000 active;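 active = viability drop by adding the cancer drug above about 55%, with treated viability meeting a 40% cutoff, limit read from the data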;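 also: viability without doxorubicin minus viability with 2 µM doxorubicin for each compound; larger differential means the compound sensitizes cells more to doxorubicin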
IL1B NFkB inh: inhibitors of IL-1B driven NFkB p65 nuclear import, primary screen, imaging, HUVEC, IL-1B stimulus, high-content imaging. HUVEC IL-1B NFkB p65 nuclear translocation imaging. inhibition, % at 2 µM. 0.43% of 94,000 active. AID 796, 2007;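 active = inhibition above about 30% together with a positive call from visual inspection of the well image, limit read from the data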;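 also: nuclear over cytoplasmic p65 intensity ratio measured by imaging; 0% = IL-1B stimulated DMSO wells and 100% = unstimulated DMSO wells; values of inactives mirror those of a sister screen read the other way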
MRP resist rev cytotoxicity: further read-out of MRP resist rev, marked with its call; viability, %; H69AR cells, CellTiter-Glo, 72 h; measured here: cytotoxicity without doxorubicin
MRP resist rev with doxorubicin: recorded beside MRP resist rev, whose call it bears; viability, %; measured here: viability with 2 uM doxorubicin; stronger effect = lower value
IL1B NFkB inh cell count 2 µM: also measured in IL1B NFkB inh; calls as there; cell count; measured here: cells passing quality filter;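 raw number of nuclei counted in each imaged well without normalization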
NFkB transloc pot cell count 2 µM: second read-out of NFkB transloc pot, no call of its own (marks repeat the call); cell count; measured here: cells passing quality filter
An asterisk follows results filed as active; x = no result given. This is a subset (hit frequency here may not be typical).

smiles	Bcl-B TR3 displacers	NFkB transloc pot	NFkB transloc pot cell count 2 µM	PLAP inhibition	MRP resist rev	MRP resist rev cytotoxicity	MRP resist rev with doxorubicin	IL1B NFkB inh	IL1B NFkB inh cell count 2 µM
COc1ccc(C(=O)/C=C\c2ccc(NC(=O)c3cccs3)cc2)cc1	7.9%	-2.6	104	6.7%	x	x	x	2.6	104
O/N=C1/CC/C(=N\O)c2nn(-c3ccccc3)nc21	-6.8%	x	x	6.3%	x	x	x	x	x
CCOc1cc(C)c(S(=O)(=O)Nc2ccc(Cl)cn2)cc1C	12.7%	-0.3	106	8.6%	-6.2	99.0	105.2	0.3	106
COc1ccc(N2C(=O)CC(N3CCN(S(=O)(=O)c4c(F)cccc4F)CC3)C2=O)cc1OC (centres undefined)	-1.0%	4.8	176	-42.9%	13.2	91.4	78.1	-4.8	176
CN1CCc2c(C#N)c(N3CCCCC3)nc(NCc3ccccc3)c2C1	15.4%	-5.4	69	-9.3%	0.1	3.4	3.3	5.4	69
Cc1ccc(C(=O)NCCSc2ccc(Cl)cc2)cc1S(=O)(=O)Nc1ccccc1	-11.5%	6.2	77	-14.3%	x	x	x	-6.2	77
CCOC(=O)C1CCCN(Cc2ccccc2C)C1 (centres undefined)	-9.1%	x	x	13.1%	7.5	101.3	93.8	x	x
CCOc1c(Cl)cc(CNC(C)(C)CC(C)(C)C)cc1OC	10.4%	0.8	166	-65.2%	0.0	61.0	61.1	-0.8	166
O=c1c2ccccc2nc(SCc2nnc(-c3ccccc3Br)o2)n1-c1ccccc1	x	13.2	139	x	-12.6	81.2	93.7	-13.2	139
CN(C)CCN1C(=O)C(=O)/C(=C(/O)c2ccccc2)C1c1ccccc1F (centres undefined)	2.8%	1.6	201	2.7%	2.1	99.4	97.3	-1.6	201
CCOC(=O)c1sc(-c2ccc(OC)cc2)cc1N	-11.5%	-6.3	159	10.9%	5.8	98.3	92.6	6.3	159
CC1(C)C2CC=C(/C=N/n3cnnc3)C1C2 (centres undefined)	-1.0%	20.7	146	-6.6%	11.3	95.7	84.4	-20.7	146
CC(C)CC(=O)N1CCN(Cc2ccc3c(c2)OCO3)CC1	11.9%	7.7	188	-25.5%	-0.4	102.3	102.7	-7.7	188
C=CCOC(=O)C1C(=O)CC(C)(O)C(C(=O)OCC=C)C1c1ccc(OCC)cc1 (centres undefined)	-3.1%	20.7	37	-18.8%	15.5	106.7	91.2	-18.2	37
Cc1oc2c(c1C(=O)NCc1cc(C(=O)O)co1)CCCC2	-1.7%	12.7	176	-35.8%	6.3	91.5	85.1	-12.7	176
CCOC(=O)c1sc2cc([N+](=O)[O-])cc(SCC(C)C)c2c1N	-105.1%	22.2	147	41.7%	x	x	x	-22.2	147
CCN(C(=O)C1CCCCC1)c1nnc(-c2cccnc2)s1	6.8%	1.9	129	-65.9%	23.7	93.5	69.8	-1.9	129
COCCCNC(=O)C1CC(=O)N(Cc2ccc(OC)cc2)C1 (centres undefined)	6.9%	-2.2	203	-9.5%	-5.7	92.7	98.3	2.3	203
Cc1cnc(C(=O)OCC(=O)NC2CCCCC2)cn1	1.1%	-1.7	181	-12.3%	3.6	102.1	98.5	1.7	181
CCCCOCP(=O)(CC)COCCCC	2.7%	-5.0	96	18.5%	-4.8	90.6	95.4	5.0	96
CCOC(=O)c1c(C)oc2c1cc(O)c1ccccc12	0.0%	-13.9	67	4.8%	-9.3	62.1	71.5	13.9	67
CCCc1cc(=O)[nH]c(SCc2ccccc2)n1	-9.8%	6.3	124	-5.5%	19.1	94.5	75.4	-6.3	124
COc1ccc(Cc2n[nH]c(=O)c3ccccc23)cc1OC	0.0%	21.9	136	19.3%	5.8	91.7	85.8	-21.9	136
O=C(Nc1ccc(CN2CCOCC2)cc1)c1ccc(-c2ccc(Br)cc2)o1	-7.0%	-0.3	144	-48.6%	-16.0	19.0	35.0	0.3	144
CC(C)CCNC(=O)Cc1ccccc1[N+](=O)[O-]	0.2%	-2.2	159	3.8%	x	x	x	2.2	159
COC(=O)C1=C(C(=O)OC)C2(OC1c1ccc(Br)cc1)C(=O)c1ccccc1C2=O (centres undefined)	x	-5.0	100	x	12.1	106.1	94.0	5.0	100
CN(C)CCNC(=O)C1CC(=O)N(c2ccc(F)c(Cl)c2)C1 (centres undefined)	11.6%	21.4	37	-13.5%	-17.7	88.2	105.9	-21.4	37
Cc1ccc2nc(Nc3nc(-c4ccccc4)cc(=O)[nH]3)nc(C)c2c1	0.0%	-5.6	148	-22.8%	x	x	x	5.6	148
O=C(OCCCc1ccncc1)c1ccc(S(=O)(=O)N2CCOCC2)cc1	2.3%	-10.4	115	-47.6%	2.7	89.1	86.4	10.4	115
O=C(NCCc1ccccc1)c1ccc(Cl)c([N+](=O)[O-])c1	2.0%	-1.3	150	15.4%	x	x	x	1.3	150
CCN(CC)c1ccc(NC(=O)c2cncc(Br)c2)cc1	-6.7%	-5.2	131	24.0%	-0.5	84.7	85.2	5.2	131
Cc1nnc(SCC(=O)NCc2ccccc2)n1-c1ccccc1	4.7%	3.9	115	13.8%	-0.8	98.3	99.1	-3.9	115

Fetched one by one from the list above, 2 records:
smiles	Bcl-B TR3 displacers	NFkB transloc pot	NFkB transloc pot cell count 2 µM	PLAP inhibition	MRP resist rev	MRP resist rev cytotoxicity	MRP resist rev with doxorubicin	IL1B NFkB inh	IL1B NFkB inh cell count 2 µM
CCOC(=O)c1c(C)oc2c1cc(O)c1ccccc12	0.0%	-13.9	67	4.8%	-9.3	62.1	71.5	13.9	67
CC1(C)C2CC=C(/C=N/n3cnnc3)C1C2 (centres undefined)	-1.0%	20.7	146	-6.6%	11.3	95.7	84.4	-20.7	146

Ordered by formula weight (rising): part of the list above.
smiles	Bcl-B TR3 displacers	NFkB transloc pot	NFkB transloc pot cell count 2 µM	PLAP inhibition	MRP resist rev	MRP resist rev cytotoxicity	MRP resist rev with doxorubicin	IL1B NFkB inh	IL1B NFkB inh cell count 2 µM
CC(C)CCNC(=O)Cc1ccccc1[N+](=O)[O-]	0.2%	-2.2	159	3.8%	x	x	x	2.2	159
CCOC(=O)c1c(C)oc2c1cc(O)c1ccccc12	0.0%	-13.9	67	4.8%	-9.3	62.1	71.5	13.9	67
Cc1oc2c(c1C(=O)NCc1cc(C(=O)O)co1)CCCC2	-1.7%	12.7	176	-35.8%	6.3	91.5	85.1	-12.7	176
CCOc1c(Cl)cc(CNC(C)(C)CC(C)(C)C)cc1OC	10.4%	0.8	166	-65.2%	0.0	61.0	61.1	-0.8	166
COc1ccc(N2C(=O)CC(N3CCN(S(=O)(=O)c4c(F)cccc4F)CC3)C2=O)cc1OC (centres undefined)	-1.0%	4.8	176	-42.9%	13.2	91.4	78.1	-4.8	176
